RXFP1 ag: agonists of human relaxin receptor RXFP1; Q9HBX9; HEK293T-RXFP1 cAMP TR-FRET, 30 min; response scale: percent of porcine relaxin response, buffer zero; Potency, µM (top dose mostly 57.5 µM), for the others: at the highest dose activation, actives largely listed as activators; 370,000 compounds, 0.3% hits; AID 2676; note: % is set by controls: 0 for no effect and ±100 for the full control effect; nearly all actives have a fitted effect of over 60% in size; many of its hits are not listed in these tables
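cAMP rise read by TR-FRET after 30 min, 37C compound exposure (up to 58 uM) in RXFP1-transfected HEK293 cells with Ro 20174 present. EC50 from Hill-equation fits, with 29 nM porcine relaxin as 100% and buffer as basal.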
RGS4 inh: blocks human RGS4-accelerated GTP hydrolysis. Potency, µM (series often up to 114 µM), inactives show at the top dose activity change, negative = inhibition, most hits filed as inhibitors. Transcreener GDP fluorescence polarization, RGS4-accelerated GTP hydrolysis. P49798. 390,000 compounds, 0.039% hits; note: % is set by controls: 0 for no effect and ±100 for the full control effect; nearly all actives have a fitted effect of over 75% in size; some results filed as inactive show a strong effect at the top dose
Target sequence (P49798 whole entry, looked up): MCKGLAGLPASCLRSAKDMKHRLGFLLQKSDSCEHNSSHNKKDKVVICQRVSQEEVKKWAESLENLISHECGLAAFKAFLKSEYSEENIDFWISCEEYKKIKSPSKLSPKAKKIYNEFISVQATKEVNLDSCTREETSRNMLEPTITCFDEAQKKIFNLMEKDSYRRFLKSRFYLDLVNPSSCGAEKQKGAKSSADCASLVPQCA
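MLSMR compounds (23 nl, pin-transferred) preincubated 10 min at room temperature with a 500nM (2x) first reagent, then RGS4 at 900nM (2x) plus Transcreener GDP mix added; fluorescence polarization (620/688 nm) read before and after 90 min at 30 °C.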
mIDH1 inhibitor: inhibitors of human mutant IDH1 R132H | O75874 | IDH1-R132H enzyme, NADPH consumption, diaphorase/resazurin fluorescence | Potency, µM (series often up to 76.6 µM), for inactives: at the highest dose activity change, negative = inhibition, actives largely listed as inhibitors | 390,000 compounds, 0.093% hits; note: % is set by controls: 0 for no effect and ±100 for the full control effect; nearly all actives have a fitted effect of over 65% in size
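IDH1-R132H (0.5 ug/mL) preincubated 30 min with compound, then NADPH (0.016 mM) and alpha-KG (2 mM) added; 80 min at RT, pH 7.5. Remaining NADPH coupled via diaphorase/resazurin to fluorescence (540/590 nm); concentration-response curves normalized to no-enzyme control.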
USP1 inh: USP1/UAF1 (human) deubiquitinase inhibition | Potency, µM (top dose mostly 57.1 µM), for inactives: at the highest dose activity change, negative = inhibition, hits mostly inhibitors | recombinant USP1/UAF1, Ub-Rhodamine cleavage fluorescence | 390,000 compounds, 0.23% hits | AID 743255 | O94782; note: % is set by controls: 0 for no effect and ±100 for the full control effect; nearly all actives have a fitted effect of over 60% in size; inactives centre near -12
Target sequence (O94782 whole entry, looked up): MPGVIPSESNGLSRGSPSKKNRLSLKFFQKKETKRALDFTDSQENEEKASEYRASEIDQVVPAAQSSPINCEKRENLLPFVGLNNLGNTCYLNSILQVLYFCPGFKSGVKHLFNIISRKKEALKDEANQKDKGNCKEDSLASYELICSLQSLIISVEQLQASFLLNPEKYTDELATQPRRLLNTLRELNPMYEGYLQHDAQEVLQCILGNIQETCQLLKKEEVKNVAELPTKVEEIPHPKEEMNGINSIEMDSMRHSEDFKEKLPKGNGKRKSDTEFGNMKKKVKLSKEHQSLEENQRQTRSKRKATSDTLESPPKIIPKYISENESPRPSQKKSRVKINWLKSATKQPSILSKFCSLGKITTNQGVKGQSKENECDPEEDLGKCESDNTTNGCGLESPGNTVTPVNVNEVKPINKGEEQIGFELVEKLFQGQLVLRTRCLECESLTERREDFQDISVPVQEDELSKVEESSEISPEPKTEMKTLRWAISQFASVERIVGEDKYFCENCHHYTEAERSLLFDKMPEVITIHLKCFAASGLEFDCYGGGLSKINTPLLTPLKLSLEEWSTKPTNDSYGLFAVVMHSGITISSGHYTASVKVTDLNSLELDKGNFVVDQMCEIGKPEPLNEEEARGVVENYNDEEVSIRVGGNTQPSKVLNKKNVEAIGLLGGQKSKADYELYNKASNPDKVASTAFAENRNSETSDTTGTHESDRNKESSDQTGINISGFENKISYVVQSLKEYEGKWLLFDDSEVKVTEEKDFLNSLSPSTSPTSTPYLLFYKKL
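1 nM enzyme complex + cpd, 15 min RT; start with Ub-Rho 150nM final; kinetic fluorescence ex 480/em 540, 6 reads q60 s. Buffer 50mM HEPES pH 7.8, 0.5mM EDTA, 0.1 mg/ml BSA, 1mM TCEP, 0.01% Tween-20.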
ALOX12 inh: inhibitors of human 12S-lipoxygenase ALOX12; P18054; purified 12hLO, xylenol orange hydroperoxide absorbance; Potency, µM (series often up to 108 µM), for the others: at the highest dose activity change, negative = inhibition, actives largely listed as inhibitors; 580,000 compounds, 1.1% hits; AID 1671190; note: % is set by controls: 0 for no effect and ±100 for the full control effect
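Purified human 12hLO at 150 nM in 25 mM Hepes, 0.01% Triton X-100, pH 7.0, preincubated 15 min at room temperature with compound. Reaction started with 40 uM arachidonic acid, 30 min at room temperature. Hydroperoxide measured by Fe-xylenol orange, 573/405 nm absorbance ratio.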
Vif-A3G inh: inhibitors of Vif-APOBEC3G interaction. Potency, µM (highest dose often 46.1 µM), for the others: at the highest dose activity, negative = active, hits mostly inhibitors. 410,000 compounds, 0.076% hits. HeLa A3G-eYFP + Vif (tagged APOBEC3G with the HIV-1 protein that degrades it), YFP fluorescence, overnight. Q9HC16;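 note: % is set by controls: 0 for no effect and ±100 for the full control effect; nearly all actives have a fitted effect of over 60% in size; hits raise eYFP signal because A3G escapes Vif-driven loss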
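Read-out is eYFP fluorescence (Ex 488/Em 500-530) from Vif-expressing HeLa A3G-eYFP cells; more signal means A3G escaped Vif-mediated degradation. Cells plated overnight, compound pinned in, incubated overnight at 37 deg C.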
TrxR1 inh: rat TrxR1 inhibition | O89049 | AID 588453 | Potency, µM (titrated, usually from 114 µM), for the others: at the highest dose activity change, negative = inhibition, hits mostly inhibitors | recombinant rTrxR1, NADPH fluorescence consumption, selenite substrate | 390,000 compounds, 1% hits; note: % is set by controls: 0 for no effect and ±100 for the full control effect; nearly all actives have a fitted effect of over 65% in size
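Rat TrxR1 (90 nM in the dispensed reagent) was pre-reduced with 400 uM NADPH for 5 min at room temperature, then incubated with compound for 15 min. After 400 uM selenite was added, NADPH fluorescence (Ex 340/Em 450 nm) was followed for 8 min.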
Vif-APOBEC3F blk: inhibitors of Vif-A3F interaction; AID 602313; HeLa A3F-eYFP + Vif (tagged APOBEC3F with the HIV-1 protein that degrades it), YFP fluorescence increase; Potency, µM (series often up to 46.1 µM), for inactives: at the highest dose activity, negative = active; 390,000 compounds, 0.2% hits; note: % of control where 0% means no effect; nearly all actives have a fitted effect of over 65% in size
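HeLa cells stably expressing A3F-eYFP plus Vif, plated and incubated overnight at 37 deg C, then exposed to compounds overnight at 37 deg C. Blocked degradation read as raised yellow fluorescence (Ex 488/Em 500-530).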
TrxR1 substrate: is turned over as a substrate by rat TrxR1. O89049. purified TrxR1 substrate turnover, NADPH consumption readout. Potency, µM (top dose mostly 114 µM), for inactives: at the highest dose activity change, negative = substrate turnover. 390,000 compounds, 0.01% hits; note: % is set by controls: 0 for no effect and ±100 for the full control effect; nearly all actives have a fitted effect of over 50% in size
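Rat TrxR1, dispensed at 90 nM, was prereduced with 400 uM NADPH (final) for 5 min at ~22 deg C, then incubated with compound 15 min before 400 uM selenite. A first-read NADPH fluorescence drop versus no-compound background flagged substrates.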
The depositor's hits bear a star; ? = inconclusive; nt = not tested or not shown; & = joins results of further samples; [ ] = remark or other dose. Calls come from the whole dose curve; as a rule, active = well fitted curve in the direction sought with a large enough effect; inconclusive = small, poorly fitted or top-dose-only effect, or another doubt; inactive = no such curve, though single readings can be large; an effect the other way counts as inactive or inconclusive. Potency is the fitted concentration of half-maximal effect. Not all compounds are listed; count on the stated rates, not on these rows.

Start of the listing, in advance:
The line under a structure holds: Vif-APOBEC3F blk | ALOX12 inh | RGS4 inh | RXFP1 ag | TrxR1 substrate | mIDH1 inhibitor | Vif-A3G inh | TrxR1 inh | USP1 inh
CCCC(=O)NCCc1cc2c(C)ccc(C)c2[nH]c1=O
  -8% | -16% | 21% | 0.9% | 8% | 8% | 4% | 5% | -13%
O=C(O)COc1ccc2oc3ccccc3c2c1
  5% | -2% | -17% | 2.3% | 3%[57.1 µM] | 1% | -4% | 8%[57.1 µM] | -4%

This part in full, previewed entries included:
The line under a structure holds: Vif-APOBEC3F blk | ALOX12 inh | RGS4 inh | RXFP1 ag | TrxR1 substrate | mIDH1 inhibitor | Vif-A3G inh | TrxR1 inh | USP1 inh
CCCC(=O)NCCc1cc2c(C)ccc(C)c2[nH]c1=O
  -8% | -16% | 21% | 0.9% | 8% | 8% | 4% | 5% | -13%
O=C(O)COc1ccc2oc3ccccc3c2c1
  5% | -2% | -17% | 2.3% | 3%[57.1 µM] | 1% | -4% | 8%[57.1 µM] | -4%
C[C@@H](C(=O)Nc1ccc2c(c1)OCO2)n1c(=O)[nH]c2ccccc2c1=O
  1% | 1% | -16% | -1.8% | 3% | 9% | -2% | 29% | -19%
CC(=O)Oc1ccc2cc(-c3nc4ccccc4n3C)c(=O)oc2c1
  -1% | 4% | -12% | 7.8% | 97%[activator] | 0% | 2% | -3% | -6%
CCOc1ccccc1NS(=O)(=O)c1ccc(OC)c(OC)c1
  0% | -13% | -14% | -0.7% | -2% | 7% | 1% | 8%[57.1 µM] | -4%
CC(=O)C1C(c2cccc(F)c2)c2c(n[nH]c2C)CC1(C)O (stereo not drawn)
  1% | 194%[activator] | 1% | -0.1% | 7% | -8% | -1% | 42%[activator] | -11%
COc1ccccc1NC(=O)OC(C)c1ccc(Cl)cc1 (stereo not drawn)
  ? | -1% | -2% | 0.8% | -2% | 9% | -5% | 21% | -7%
Cc1ccc(-n2c(-c3cc(-c4ccco4)[nH]n3)n[nH]c2=S)c(Br)c1
  -14% | ? | -28% | 0.5% | 10%[57.1 µM] | 23% | -2% | -13%[57.1 µM] | -5%
O=C(Nc1cccc(-c2nc3ccccc3[nH]2)c1)c1ccccn1
  -9% | -5% | -24% | 3.3% | -13% | 0% | -1% | -16% | -21%
CC(NC(=O)OC(C)(C)C)C(=O)Oc1cc2oc(=O)cc(-c3ccccc3)c2cc1Cl (stereo not drawn)
  9% | nt | -1% | 7.3% | 2% | -1% | 1% | ? | 4%
COc1cccc(C(=O)NC2CCSC2=O)c1 (stereo not drawn)
  -6% | -11% | 6% | 1.8% | 14% | 0% | 2% | 20% | -12%
COc1ccc(/C=N/Nc2ncnc3sc4c(c23)CCCC4)cc1OC
  12% | -7% | -37% | -0.4% | -20%[57.1 µM] | 3% | ? | 18%[57.1 µM] | ?
CC(C)CC1C(=O)N(Cc2cn(CCC3OCCO3)nn2)CCS(=O)(=O)N1Cc1ccc(-c2cccc(N(C)C)c2)cc1 (stereo not drawn)
  -4% | -20% | nt | nt | nt | -15% | -1% | nt | -21%
COc1cccc(C2CC(C(F)(F)F)n3ncc(C(=O)NC(C)(C)C)c3N2)c1 (stereo not drawn)
  nt | -19% | -14% | -6.1% | 6% | -2% | -6% | 15% | -18%
COc1ccccc1CN1CCCC(N2CCN(c3ccccc3OC)CC2)C1 (stereo not drawn)
  1% | 1% | 24% | -0.4% | 1% | -1% | 1% | 23% | -6%
CC(=O)NCCn1c(SCC#N)nc2ccccc2c1=O
  1% | 0% | -5% | 1.4% | -5% | 8% | -2% | -2% | -21%
O=C(NCc1cccs1)c1cc(-c2cccc(Cl)c2)on1
  -2% | -8% | 10% | 0.0% | 5% | 2% | -2% | 22% | -12%
COc1ccc(S(=O)(=O)N2CCN(C(=O)NCc3ccccc3)CC2)cc1
  -1% | ? | 25% | -1.2% | 7%[57.1 µM] | 2% | -7% | 12%[57.1 µM] | -3%
Cc1ccc(OCc2ccc(-c3nc(C#N)c(NCc4ccccc4Cl)o3)o2)cc1
  2% | ? | -17% | 5.6% | 1% | 12% | 0% | -6% | ?
CCCCNc1nc2c(c(=O)n(C)c(=O)n2C)n1CC(O)COc1ccccc1C (stereo not drawn)
  -4% | 19%&-22% | -14% | 2.0% | -8% | -13% | 2% | -16% | -16%
Cc1ccc(-c2nc(CSCC(=O)N3CCN(c4ccccn4)CC3)c(C)o2)cc1
  -7% | 16%[57.4 µM] | -7% | -1.0% | 8% | 2% | 0% | 10%[57.1 µM] | -5%
COCCCNC(=S)N(CCCO)Cc1cc2cc3c(cc2[nH]c1=O)OCO3
  -4% | 0% | -28% | 2.9% | 47%[activator] | 2% | -2% | -1% | -9%
Cc1ccccc1N(CC(=O)N1CCCC1)S(=O)(=O)c1ccc(Cl)cc1
  -7% | 0% | -10% | nt | -8% | 4% | 1% | -12% | -9%
CCN(CC(=O)Nc1c(F)cccc1F)C(=O)C1CC(=O)N(c2ccccc2OC)C1 (stereo not drawn)
  3% | -16% | -4% | 1.1% | -2% | 0% | 5% | 20% | -13%
Cc1cccc(NC(=O)Cn2c(SCC(=O)NCc3ccccc3)nc3ccccc32)c1C
  -4% | ? | -11% | -1.7% | -6%[57.1 µM] | 7% | 3% | 10%[57.1 µM] | 5%
CC(=O)N1CCCc2cc(S(=O)(=O)N3CCC(N(C)C(C)C)CC3)ccc21
  0% | -10% | -10% | -0.8% | 1%[57.1 µM] | 0% | -1% | 5%[57.1 µM] | -5%
c1ccc2c(c1)[nH]c1c(N3CCCC3)ncnc12
  2% | 14% | -31% | -0.5% | 1%[57.1 µM] | 15% | -3% | 10%[57.1 µM] | -11%
O=C(O)c1ccccc1N1C(=O)C2C3c4ccccc4C(Br)(c4ccccc43)C2C1=O (stereo not drawn)
  -8% | 0% | 20% | 4.4% | 3%[57.1 µM] | 6% | 0% | 15%[57.1 µM] | -11%
CCN(CC(=O)Nc1ccc2c(c1)OCCO2)S(=O)(=O)c1cccs1
  6% | -23% | 18% | -0.2% | -3% | 9% | 0% | 6% | -17%
COc1ccc(/C(N)=N/OC(=O)c2cc(-c3ccccc3)nc3ccccc23)cc1
  -9% | 0% | 1% | 2.0% | -3% | 0% | 2% | -2% | -21%

Part of the list above, tab-delimited:
Structure	Vif-APOBEC3F blk	ALOX12 inh	RGS4 inh	RXFP1 ag	TrxR1 substrate	mIDH1 inhibitor	Vif-A3G inh	TrxR1 inh	USP1 inh
Cc1ccccc1N(CC(=O)N1CCCC1)S(=O)(=O)c1ccc(Cl)cc1	-7%	0%	-10%	nt	-8%	4%	1%	-12%	-9%
O=C(Nc1cccc(-c2nc3ccccc3[nH]2)c1)c1ccccn1	-9%	-5%	-24%	3.3%	-13%	0%	-1%	-16%	-21%
CC(=O)C1C(c2cccc(F)c2)c2c(n[nH]c2C)CC1(C)O (stereo not drawn)	1%	194%[activator]	1%	-0.1%	7%	-8%	-1%	42%[activator]	-11%
COc1ccccc1CN1CCCC(N2CCN(c3ccccc3OC)CC2)C1 (stereo not drawn)	1%	1%	24%	-0.4%	1%	-1%	1%	23%	-6%
CC(=O)NCCn1c(SCC#N)nc2ccccc2c1=O	1%	0%	-5%	1.4%	-5%	8%	-2%	-2%	-21%

The list goes on.
The line under a structure holds: Vif-APOBEC3F blk | ALOX12 inh | RGS4 inh | RXFP1 ag | TrxR1 substrate | mIDH1 inhibitor | Vif-A3G inh | TrxR1 inh | USP1 inh
COc1ccc(N(C(=O)c2ccc(Br)o2)C2C=CS(=O)(=O)C2)cc1 (stereo not drawn)
  2% | 5% | -12% | 0.4% | 9% | 0% | 1% | 13% | -14%
O=C1c2cccnc2Nc2ccccc2N1CCCF
  9% | 6% | -13% | 0.3% | -4% | 7% | -2% | 17%[57.1 µM] | -9%
COc1cccc(C(=O)Nc2ccc(S(=O)(=O)Nc3cc(C)nc(C)n3)cc2)c1
  -6% | 6% | 6% | 0.1% | -2% | -8% | 0% | 20% | -15%
COc1ccc(C(C(=O)NC(C)(C)C)N(Cc2ccccc2)C(=O)CCC(=O)Nc2cc(C)on2)cc1 (stereo not drawn)
  -8% | -2% | 16% | -0.5% | -5% | 2% | 1% | 16% | -8%
COc1ccc(CN2C(=O)[C@H]3Cc4c([nH]c5ccccc45)C(C)(C)N3C2=O)cc1
  4% | -11% | 4% | nt | 11%[57.1 µM] | nt | 2% | 34%[57.1 µM] | nt
Cc1ccc(SCCNC(=O)CN2C(=O)c3ccccc3S2(=O)=O)cc1
  -5% | 0% | -6% | 0.8% | 6% | 8% | -3% | 18% | -20%
CCOC(=O)c1cnn(-c2c(Cc3ccccc3)c(C)nc3c(-c4ccccc4)c(C)nn23)c1N
  2% | 0% | -32% | 0.8% | -6% | 0% | -2% | 2% | ?
O=C(Nc1ccccc1)c1cc(S(=O)(=O)N2CCCCC2)ccc1N1CCOCC1
  6% | 25% | -11% | 0.3% | 1% | 3% | 4% | 15% | -19%
NC(=O)c1cc(S(=O)(=O)N2CCN(c3ccc([N+](=O)[O-])cc3)CC2)cs1
  0% | -2% | 17%[11.4 µM] | 0.5% | -9% | -10% | 3% | 1% | -8%
